proCasp7 act: procaspase-7 activators, primary screen, counter-screen for procaspase-3 activator project, biochemical, absorbance, HTS, human. Caspase-7 (Homo sapiens), P55210. actives 0.093% (n = 330,000). activation, % at 8.5 µM. recombinant procaspase-7, Ac-DEVD-pNA absorbance 405 nm; D23A/D198A/D206A triple mutant, cannot self-cleave; scale: DMSO 0, 5 µM enzyme 100;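 active = percent activation above the screen-wide mean plus 3 SD, cut at about 25% in these data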
Target sequence (P55210 whole entry D23A/D198A/D206A): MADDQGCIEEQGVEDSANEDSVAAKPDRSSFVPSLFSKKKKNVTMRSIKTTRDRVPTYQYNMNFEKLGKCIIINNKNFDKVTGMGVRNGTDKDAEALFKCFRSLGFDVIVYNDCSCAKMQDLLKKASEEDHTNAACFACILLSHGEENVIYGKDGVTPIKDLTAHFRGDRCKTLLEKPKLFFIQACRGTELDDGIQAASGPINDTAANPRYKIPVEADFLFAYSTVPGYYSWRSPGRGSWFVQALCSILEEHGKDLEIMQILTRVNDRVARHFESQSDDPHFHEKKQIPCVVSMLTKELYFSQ
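System: Procaspase-7 triple mutant (PC-7 D3A); measure: % activation from two-timepoint absorbance difference, scaled to controls; times: 1 h compound preincubation, 2 h substrate cleavage, 25 °C; also added: Ac-DEVD-pNA substrate, 400 µM as added; measured by: Epi-absorbance of released pNA at 405 nm, two timepoints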
RPL19A-GFP yeast: RPL19A-GFP expression modulators in yeast, primary screen, cell-based, S. cerevisiae, multiplex flow cytometry, MLPCN. AID 2025, 2009. percent response vs DMSO, % at 10 µM. S. cerevisiae RPL19A-GFP strain, 3 h; stronger effect = lower value. actives 0.3% (n = 330,000);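 active = percent response vs DMSO below 50%; inconclusive = fewer than 70 events counted for the yeast strain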;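 note: median channel GFP fluorescence of the barcoded RPL19A-GFP strain; ratio of sample median GFP to plate DMSO average so 100% = DMSO; lower means less RPL19A-GFP as with rapamycin TOR inhibition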
AHR act: AHR activators, primary screen, cell-based, luminescence, luciferase reporter, human | Aryl hydrocarbon receptor (Homo sapiens), P35869 | AHR-responsive luciferase reporter cells | activation, % at 5 µM | actives 2.5% (n = 320,000); in the data active = activation above about 47%;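 note: 0% = vehicle wells and 100% = reference agonist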
LAP4-GFP MLPCN: modulators of LAP4-GFP expression in yeast, primary screen, S. cerevisiae, multiplex flow cytometry, MLPCN library | GFP response vs DMSO, % at 10 µM | actives 0.34% (n = 320,000) | 3 h; median GFP as percent of DMSO wells | AID 2023, 2009;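 active = GFP response vs DMSO above a set limit, about the screen mean plus 3 SD, cut at about 150% in these data; inconclusive = under 70 cell events counted for the yeast strain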
CIT2 TOR yeast: modulators of CIT2-GFP expression in yeast, primary screen, S. cerevisiae, GFP fusion, multiplex flow cytometry, MLPCN library. S. cerevisiae CIT2-GFP strain, 3 h; 100 means same as DMSO wells. GFP response vs DMSO, % at 10 µM. actives 0.065% (n = 320,000);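 active = GFP response relative to DMSO above a set limit, near the screen mean plus 3 SD, cut at about 150% in these data; inconclusive = Fewer than 70 cells measured for a yeast strain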;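 note: ratio of well median GFP fluorescence to mean of DMSO wells on the plate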
MEP2-GFP yeast: modulators of MEP2-GFP levels in yeast, primary screen, S. cerevisiae, multiplex flow cytometry, MLPCN library. S. cerevisiae MEP2-GFP strain, 3 h; 100% = DMSO control level. GFP response vs DMSO, % at 10 µM. actives 0.51% (n = 330,000). AID 2016, 2009;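 active = GFP response versus DMSO above a set limit, roughly screen mean plus 3 SD, cut at about 180% in these data; inconclusive = fewer than 70 cells counted for a yeast strain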;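 note: median GFP fluorescence of the barcode-gated MEP2-GFP cells per well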
proCasp3 act: activators of human procaspase-3 D3A mutant, primary screen, biochemical, absorbance, PC-3 D3A mutant, single concentration; Caspase-3 (Homo sapiens), P42574; recombinant procaspase-3 D3A, Ac-DEVD-pNA absorbance 405 nm; activation, % at 8.5 µM; actives 0.11% (n = 330,000); AID 463141, 2010;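 active = activation above the mean of all tested compounds plus 3 SD, cut at about 21% in these data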;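 note: 0% = DMSO alone and 100% = DMSO wells spiked with extra 5 µM PC-3 D3A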
Target sequence (P42574 whole entry D9A/D28A/D175A): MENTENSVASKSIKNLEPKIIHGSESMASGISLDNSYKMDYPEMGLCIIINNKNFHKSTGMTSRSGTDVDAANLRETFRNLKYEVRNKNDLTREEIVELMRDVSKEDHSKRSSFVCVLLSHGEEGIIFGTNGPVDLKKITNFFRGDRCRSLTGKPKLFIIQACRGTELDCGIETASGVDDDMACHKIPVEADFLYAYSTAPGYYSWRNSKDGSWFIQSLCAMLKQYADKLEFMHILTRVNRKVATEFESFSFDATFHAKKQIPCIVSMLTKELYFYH
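Technique: 405 nm absorbance of p-nitroaniline, reads at 0 and 120 min; Test system: Procaspase-3 D3A mutant; Incubation: 1 h enzyme-compound preincubation, then 2 h substrate reaction, 25 °C; Repeats: singlicate, each compound tested once; Benchmarks: low control DMSO wells, high control DMSO plus 5 µM PC-3 D3A.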
AGP1 TOR yeast: modulators of AGP1-GFP expression in yeast TOR pathway, primary screen, cell-based, multiplex flow cytometry, S. cerevisiae, MLPCN library; actives 0.02% (n = 320,000); GFP response vs DMSO, % at 10 µM; 3 h; GFP as percent of DMSO wells;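 active = GFP response relative to DMSO above a set limit, near screen average plus 3 SD, cut at about 150% in these data; inconclusive = fewer than 70 cells counted for the yeast strain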;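 note: median GFP channel fluorescence of the gated AGP1 strain per well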
Active calls of the source: *; ? = inconclusive; . = not tested or not shown; [ ] = remark or other dose. Compounds were not picked by outcome; about 3.5% have a hit in one of these screens.

molecule,proCasp7 act,RPL19A-GFP yeast,AHR act,LAP4-GFP MLPCN,CIT2 TOR yeast,MEP2-GFP yeast,proCasp3 act,AGP1 TOR yeast
CCOc1ccc(C(CCc2ccccc2)NC(=O)c2ccccc2F)cc1OCC (stereo not drawn),-1,114,3,112,126,107,-1,117
O=C(Nc1cccc(Cl)c1N1CCOCC1)c1cccnc1,-5,102,0,109,89,104,2,94
O=C(O)c1cccc(Cn2c(Cl)c(/C=N/NC(=O)c3ccccc3Cl)sc2=O)c1,0,103,6,106,105,105,2,105
Clc1cccc(CN2CCc3c([nH]c4ccccc34)C2)c1Cl,-7,96,3,108,95,107,-12,97
CCN(C(=O)c1cc2c(s1)-c1ccccc1OC2)c1cc(OC)ccc1OC,3,97,0,108,89,99,-4,100
N/C(=N\N=C\c1cccs1)SC1CC(=O)N(c2cccc([N+](=O)[O-])c2)C1=O (stereo not drawn),-5,97,0,108,91,96,3,103
O=C(NCc1ccc(F)cc1)C1CCCN1C(=O)Nc1ccccc1 (stereo not drawn),0,100,0,86,102,104,3,99
Cc1sc(NC(=O)c2ccco2)c(C(c2ccncc2)N2CCOCC2)c1C (stereo not drawn),1,102,2,105,.,97,-1,95
CCc1ccc(/C=C(/C#N)C(N)=S)s1,-22,91,5,120,92,107,-13,94
Cc1ccc(N2C(=O)CC(Cc3ccc(Cl)cc3)C2=O)cc1 (stereo not drawn),0,102,-2,90,98,90,-12,98
O=C(O)CCc1nn2c3ccccc3nc2n(CCN2CCCCC2)c1=O,6,105,1,110,114,109,8,109
CC1=NN(c2ccccc2)C(=O)/C1=C/c1ccc(-c2ccc(C)c(C(=O)O)c2)o1,-8,96,0,.,.,94,5,.
COc1ccc(Cl)cc1S(=O)(=O)N1CCCC(C(=O)NCC(N)=O)C1 (stereo not drawn),3,95,-1,89,98,100,9,95
CC(=O)Nc1c(S(=O)(=O)c2ccccc2)c2nc3ccccc3nc2n1Cc1ccccc1,14,102,1,102,106,105,12,101
CN(Cc1ccc(Cl)cc1)C(=O)c1ccc(S(=O)(=O)NCc2ccco2)cc1,3,102,1,103,98,101,3,103
O=C1C=C(c2ccc(C(=O)O)cc2)C[C@@H](c2ccc3c(c2)OCO3)C1,-7,95,14,112,82,95,-1,77
CS/C(=C\[N+](=O)[O-])Nc1ccccc1,2,92,1,95,101,96,2,92
CC(=O)NC(CC(=O)N(C)C1CCCCC1)c1ccccc1 (stereo not drawn),2,102,0,101,94,101,-2,99
COCCCNC(=O)CCCC(=O)NCCCOC,1,98,3,109,94,98,3,100
Cc1cc(-c2ccc(S(=O)(=O)N3CCN(c4ccccc4F)CC3)s2)on1,0,96,-1,99,106,109,-5,100
CCOC(=O)C1=NN(c2ccc(Cl)cc2)C(=O)C1,1,98,2,96,86,98,11,96
Cc1cccc(N2CCN(S(=O)(=O)c3ccc4c(c3)CCCN4C(=O)C3CCC3)CC2)c1C,12,100,-1,100,108,106,11,104
CCc1ccc(NC(=O)CSc2nnc(Cc3cccn3C)n2-c2ccc(F)cc2)cc1,0,101,-1,105,110,101,-5,110
CCCCNc1c([N+](=O)[O-])cc(C(=O)O)cc1[N+](=O)[O-],-18,113,5,87,115,83,-19,83
COc1ccc(CCNC(=O)/C(=C/c2cccnc2)NC(=O)c2ccccc2)cc1OC,3,92,1,96,103,95,3,101
C=CCn1c(-c2ccoc2C)n[nH]c1=S,11,93,1,97,90,92,7,.
CC(C)c1c(O)nc(SCCOc2ccc(Cl)cc2)[nH]c1=O,2,106,2,93,106,105,-8,99
Cc1cc2nc(-c3ccc(SCC(=O)Nc4ccc(S(=O)(=O)N5CCCC5)cc4)nc3)[nH]c2cc1C,8,104,32,105,109,110,3,99
COc1ccc(-n2nnnc2SC(C)C(=O)NC2CCCC2)cc1 (stereo not drawn),-1,97,0,99,99,99,9,90
COc1cccc(CNC(=O)CSCc2cnn(-c3ccccc3)c2-n2cccc2)c1OC,6,66[may fluoresce violet],-1,92[may fluoresce violet],?,141[may fluoresce violet],2,?
CCCCOc1cccc(C(=O)Nc2ccc(S(=O)(=O)Nc3nnc(CC)s3)cc2)c1,-3,98,0,96,100,106,8,97
CC1(c2ccccc2)NC(=O)N(CC(=O)NCCC2=CCCCC2)C1=O (stereo not drawn),3,90,2,.,89,98,-12,88
O=C(c1cnn2c(C(F)(F)F)cc(-c3cccs3)nc12)N1CCOCC1,2,102,-1,108,96,96,4,99
CC(OC(=O)CCc1nc2ccccc2c(=O)[nH]1)C(=O)NCc1ccc2c(c1)OCO2 (stereo not drawn),-4,101,2,98,99,101,6,99
Cc1ccccc1CN1C[C@@H]2C[C@@H](c3cn[nH]c3-c3ccc(F)cc3)N3CCC[C@@]23C1=O,1,97,-2,99,.,98,-3,101
Cc1ccccc1-c1cc(C(=O)NCc2ccco2)nn1CC1CC(c2cccc([N+](=O)[O-])c2)=NO1 (stereo not drawn),0,97,0,112,100,96,5,99
C=CCNC(=S)NNC(=O)c1ccc(OCCC)cc1,-3,101,0,106,96,105,2,108
CCSC(=N)N,6,100,-1,130,91,99,0,92
O=C(NC(Cc1c[nH]c2ccccc12)c1nnc2n1CCCCC2)c1ccccc1 (stereo not drawn),1,99,2,101,101,103,-9,104
S=C(NCCN1CCCCC1)Nc1ccccc1,-4,100,-1,89,102,107,10,97
O=C(c1cc2c(ccc3ccccc32)o1)N1CCCCC1,-1,104,-7,98,.,97,-1,93
O=C(NCCN1CCOCC1)c1cccc(S(=O)(=O)N2CCCC2)c1,.,109,.,67,98,97,.,93
Cc1ccc(C)c(N2CCN(C(=O)Cc3cn(C)c4ccccc34)CC2)c1,-8,91,12,113,86,92,3,91
CC(=O)Nc1ccc(N2C(=O)CC(Sc3nc4ccccc4s3)C2=O)cc1 (stereo not drawn),-33,101,1,94,94,97,-37,97
Cn1cc(CCC(=O)N2CCCC(Nc3ccc(F)cc3)C2)cn1 (stereo not drawn),-5,97,3,94,105,110,-8,100
Cc1cc(Cl)c(S(=O)(=O)N2CCN(c3ccccc3)CC2)cc1OCC(N)=O,-1,94,4,89,93,88,6,93
O=C(Nc1cccc(S(=O)(=O)N2CCOCC2)c1)C1CCCC1,7,105,0,101,109,117,-2,106
CCc1ccc2c(c1)[C@]1(C(=O)N2)[C@@H]2C(=O)N(Cc3ccccc3)C(=O)[C@@H]2[C@@H]2CCCN21,-5,102,5,98,104,104,6,105
CC(C)C(C(=O)NC(C)(C)C)N1C(=O)c2ccccc2C1=O (stereo not drawn),14,95,1,91,95,93,0,93
O=C(COC(=O)c1ccc2ncsc2c1)NCc1ccccc1Cl,-10,103,-1,107,99,108,-4,103
COc1cccc(N=C2CC(C)(C)CC(=O)/C2=C(/O)c2ccccc2)c1,8,97,1,104,103,106,1,100
CC(CCc1ccco1)NC(=O)CSc1cc(=O)n(C)c2ccccc12 (stereo not drawn),0,105,-4,100,82,89,5,89
C=Cc1cccc(NC(=O)COc2ccccc2)c1,7,86,1,98,89[may fluoresce red],?,-2,90
Cc1onc(-c2c(F)cccc2Cl)c1C(=O)c1ccccc1O,-5,97,6,106,108,97,-2,107
Cc1ccc(C(=O)NCC(=O)NC2CCCC2)cc1,7,101,6,98,98,112,-4,100
Cc1cc(C(=O)Oc2cccnc2)ccc1[N+](=O)[O-],-2,105,-1,95,104,106,11,96
COC(=O)Nc1c(C)n(C)n(-c2ccccc2)c1=O,10,102,0,94,97,94,16,110
COc1ccc(C)cc1NC(=O)CSCc1ccccc1C,2,100,4,101,103,113,-1,91
O=[N+]([O-])c1ccc(S(=O)(=O)NCCN2CCOCC2)cc1,-8,109,3,99,91,113,6,101
COc1cc2[nH]c(=O)n(CCCCCC(=O)NCCCN3CCC(C)CC3)c(=O)c2cc1OC,4,98,0,80,92,94,1,107
CCCCN1C(=O)CCC(C(=O)O)C1c1ccc([N+](=O)[O-])cc1 (stereo not drawn),5,104,0,97,110,108,0,107

A second format for 2 compounds above:
Below each compound: proCasp7 act, RPL19A-GFP yeast, AHR act, LAP4-GFP MLPCN, CIT2 TOR yeast, MEP2-GFP yeast, proCasp3 act, AGP1 TOR yeast
> Cc1ccc(C)c(N2CCN(C(=O)Cc3cn(C)c4ccccc34)CC2)c1
  -8, 91, 12, 113, 86, 92, 3, 91
> CC(=O)Nc1ccc(N2C(=O)CC(Sc3nc4ccccc4s3)C2=O)cc1 (stereo not drawn)
  -33, 101, 1, 94, 94, 97, -37, 97
